# LDHA inh: blocks human lactate dehydrogenase A | P00338 | purified LDHA, NADH/diaphorase-resazurin fluorescence; hits give low values | activity change, % (values are at about 110 or 230 µM) | 480,000 tested, 0.15% active; in the data active means activity change below about -30%; inconclusive means mostly about -25% to -30%;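 further: plate controls were DMSO wells for no effect and wells without enzyme for full effect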
#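 Human LDH5 (2 nM) was incubated with 0.06 mM NADH and 0.2 mM pyruvate for 5 min at room temperature in Tris pH 7.4. Remaining NADH was coupled through diaphorase/resazurin, and resorufin fluorescence was read at 0 and 20 min.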
# Glioma ERSR ind: ER stress response induction in glioma. U87-MG GRP78 promoter luciferase reporter, 16 h. Potency, µM, inactives show at the top dose activation, actives largely listed as activators. 420,000 tested, 0.02% active. AID 602332; further: potency means the concentration at half of the fitted maximal effect; series mostly up to about 76 µM; % of control where 0% means no effect; nearly all actives have a fitted effect of over 35% in size
#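 Stably transfected U87-MG human glioma cells carrying a GRP78-based luminescent sensor were seeded at 1000 cells/well, pin-dosed with compounds and incubated 16 h. Luciferase reagent was then added, and end-point luminescence was read after 10 min at room temperature.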
# RGS4 inhibitor: inhibitors of human regulator of G protein signaling 4; Transcreener GDP fluorescence polarization, RGS4-accelerated GTP hydrolysis; Potency, µM (series often up to 114 µM), for inactives: at the highest dose activity change, negative = inhibition, most hits filed as inhibitors; P49798; 390,000 tested, 0.039% active; further: potency means the concentration at half of the fitted maximal effect; on the % scale 0 is the no-effect control and ±100 the full control effect; nearly all actives have a fitted effect of over 75% in size; some results filed as inactive show a strong effect at the top dose
# Target sequence (P49798 whole entry, looked up): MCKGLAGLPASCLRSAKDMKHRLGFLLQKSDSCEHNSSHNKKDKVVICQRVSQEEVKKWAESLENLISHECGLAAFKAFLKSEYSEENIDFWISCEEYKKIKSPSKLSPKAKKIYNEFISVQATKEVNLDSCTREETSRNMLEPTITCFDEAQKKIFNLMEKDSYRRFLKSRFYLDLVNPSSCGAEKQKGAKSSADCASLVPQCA
#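 MLSMR compounds (23 nl, pin-transferred) preincubated 10 min at room temperature with a 500nM (2x) first reagent, then RGS4 at 900nM (2x) plus Transcreener GDP mix added; fluorescence polarization (620/688 nm) read before and after 90 min at 30 °C.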
# Vif-APOBEC3G blk: blocks the Vif interaction with human APOBEC3G; Q9HC16; HeLa A3G-eYFP + Vif (tagged APOBEC3G with the HIV-1 protein that degrades it), YFP fluorescence, overnight; Potency, µM (top dose mostly 46.1 µM), inactives show at the top dose activity, negative = active, most hits filed as inhibitors; 410,000 tested, 0.076% active; AID 602310;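 further: potency means the concentration at half of the fitted maximal effect; on the % scale 0 is the no-effect control and ±100 the full control effect; nearly all actives have a fitted effect of over 60% in size; hits raise eYFP signal because A3G escapes Vif-driven loss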
#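 HeLa cells stably expressing Vif and C-terminally eYFP-tagged A3G, seeded overnight at 37 deg C, then exposed to compound by pintool overnight at 37 deg C. Rise in yellow fluorescence (Ex 488/Em 500-530, Acumen) marks blocked Vif-driven A3G degradation.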
# ERG Ets-DNA blk: blocks human ERG Ets domain binding to DNA. P11308. fluorescence polarization, His-ERG Ets domain / labelled DNA. Potency, µM (doses to about 76.9 µM), inactives show at the highest dose FP activity, negative = inhibition, actives largely listed as inhibitors. 370,000 tested, 0.028% active; active means well fitted inhibition curve with a large enough effect in the polarisation, with a control signal flat; inconclusive means small, poorly fitted or top-dose-only effect, or effect the other way, or a change in a side signal; inactive means no such curve, though single readings can be large or run the other way; the % refers to the polarisation;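 further: polarization taken with two DNA probes labelled with fluorescein and Texas red; potency means the concentration at half of the fitted maximal effect; % of control where 0% means no effect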
#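 His-tagged ERG Ets domain (1 uM in the protein solution; 300mM KCl, 50mM Tris-HCl, 1mM EDTA, 1mM DTT, pH 7.5) received compound, then a probe mix of 5 nM fluorescein-DNA and 100nM Texas-615-DNA. Fluorescence polarization was read for both dyes.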
# D2 agonist: D2 dopamine receptor (human) agonism; activation, % at 2 µM; 340,000 tested, 0.53% active; HEK293 T-REx D2 cells, calcium flux agonist mode;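 active means activation over 3 SD above normal in the single-dose calcium agonist read, cut at about 30% in these data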; further: 0% is about no effect
#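 Calcium-flux readout, 1 cycle/sec over 180 s following compound pin transfer, in inducible HEK293 Trex D2 cells (force-coupled); dopamine controls included. Positive calcium responses during this window marked compounds as potential agonists.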
# 12-LOX inh: blocks human arachidonate 12S-lipoxygenase; P18054; AID 1671190; Potency, µM (series often up to 108 µM), inactives show at the top dose activity change, negative = inhibition, usual class: inhibitors; purified 12hLO, xylenol orange hydroperoxide absorbance; 580,000 tested, 1.1% active; further: potency means the concentration at half of the fitted maximal effect; on the % scale 0 is the no-effect control and ±100 the full control effect
# Target sequence (P18054 whole entry, looked up): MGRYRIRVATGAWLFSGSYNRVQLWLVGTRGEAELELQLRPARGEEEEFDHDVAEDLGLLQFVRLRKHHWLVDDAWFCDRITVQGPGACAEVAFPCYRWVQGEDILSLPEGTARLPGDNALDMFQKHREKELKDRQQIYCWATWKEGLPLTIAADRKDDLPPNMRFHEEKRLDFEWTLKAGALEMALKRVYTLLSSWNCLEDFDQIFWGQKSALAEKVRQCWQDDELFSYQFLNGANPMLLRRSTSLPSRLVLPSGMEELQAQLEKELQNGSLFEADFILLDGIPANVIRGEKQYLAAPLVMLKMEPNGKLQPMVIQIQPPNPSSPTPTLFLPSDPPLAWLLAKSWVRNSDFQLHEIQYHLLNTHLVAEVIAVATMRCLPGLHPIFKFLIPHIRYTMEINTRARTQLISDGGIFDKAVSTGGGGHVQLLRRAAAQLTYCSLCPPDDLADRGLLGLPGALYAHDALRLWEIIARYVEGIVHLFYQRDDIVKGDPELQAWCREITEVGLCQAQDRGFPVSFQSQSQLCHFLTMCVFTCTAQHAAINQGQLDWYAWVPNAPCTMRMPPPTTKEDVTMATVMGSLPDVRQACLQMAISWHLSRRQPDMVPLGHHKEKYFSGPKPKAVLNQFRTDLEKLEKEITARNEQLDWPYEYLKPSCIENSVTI
#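 Hydroperoxide product was detected by ferrous iron/xylenol orange as the 573 to 405 nm absorbance ratio. Arachidonic acid at 40 uM (final) was turned over for 30 min at room temperature by 150 nM human 12hLO, pH 7.0 Hepes buffer, after 15 min compound preincubation.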
# D2 antagonist: antagonizes the human D2 dopamine receptor | P14416 | HEK293 TREx D2 cells, calcium flux, dopamine EC80 | inhibition, % at 10 µM | 340,000 tested, 2% active; in the data active means inhibition above about 30%; further: 0% is about no effect
#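 Inhibition of EC80 dopamine-driven calcium flux, recorded kinetically, defines activity here; cells are a tetracycline-induced HEK293 T-REx line expressing force-coupled D2.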
# Vif-APOBEC3F blk: Vif-A3F binding inhibition; AID 602313; HeLa A3F-eYFP + Vif (tagged APOBEC3F with the HIV-1 protein that degrades it), YFP fluorescence increase; 390,000 tested, 0.2% active; Potency, µM (doses to about 46.1 µM), for the others: top-dose activity, negative = active; further: potency means the concentration at half of the fitted maximal effect; % of control where 0% means no effect; nearly all actives have a fitted effect of over 65% in size
#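 Fluorescence increase (Ex 488/Em 500-530) after overnight compound treatment at 37 deg C flags inhibition of Vif-driven A3F-eYFP loss in stable HeLa A3F-eYFP/Vif cells seeded overnight beforehand.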
# * marks the source's active call; other numbers are inactive results; ? = inconclusive; · = no result given; [ ] = dose if it differs, or a comment. Unless noted, the call rests on the fitted dose curve; in most records, active means well fitted curve in the direction sought with a large enough effect; inconclusive means small, poorly fitted or top-dose-only effect, or another doubt; inactive means no such curve, though single readings can be large; an effect the other way counts as inactive or inconclusive. This is a subset. The share of hits here may be higher or lower than overall.
Compound	LDHA inh	Glioma ERSR ind	RGS4 inhibitor	Vif-APOBEC3G blk	ERG Ets-DNA blk	D2 agonist	12-LOX inh	D2 antagonist	Vif-APOBEC3F blk
CC(=O)Nc1ccc(S(=O)(=O)Nc2ccccc2N2CCOCC2)cc1Cl	-6.7	-6.4%	3.7%	2.1%	-4.3%	-0.2	0.0%	-11.7	-21.6%
O=C(CCc1nnc(C2(c3ccc(Cl)cc3)CCC2)o1)N1CCCC1	-5.1	13.0%	21.7%	1.3%	-6.9%	-0.5	1.6%	-0.2	-13.9%
Cc1ccsc1C(=O)NNC(=O)c1cccc(S(=O)(=O)N2CCCC2)c1	-4.9	-1.7%	-30.2%	0.3%	·	0.5	25.1%	-14.5	5.9%
CN(C)/C=C/C(=O)c1cccc(C(F)(F)F)c1	1.2	0.7%	-7.9%	1.3%	-11.5%	0.8	-29.0%	-7.4	-0.6%
Cc1ccnc(NC(=O)C2CCN(S(=O)(=O)c3ccc4ccccc4c3)CC2)c1	-1.9	0.0%	-7.3%	0.3%	4.5%	-2.1	-16.9%	-1.4	5.4%
CCC1CCCCN1Cc1ccc(OC)c(OC)c1 (stereo not given)	1.8	0.6%	20.3%	5.9%	5.0%	·	2.4%	·	-14.8%
CCOc1ccc(C(=O)NCC(=O)NCCOc2ccc(C)cc2)cc1	-9.5	-7.5%	-15.1%	0.3%	5.7%	-0.1	-14.9%	8.0	1.8%
CCCc1cc(=O)[nH]c(SCC(=O)NCC2COc3ccccc3O2)n1 (stereo not given)	-0.6	-4.0%	13.1%	-9.5%	-14.1%	0.1	-12.2%	14.4	1.0%
COc1ccc(S(=O)(=O)N(CCc2ccccc2)CC(=O)Nc2cc(C)cc(C)c2)cc1OC	-1.6	-0.4%	10.8%	-1.8%	5.8%	-1.4	-35.2%	·	-7.9%
NC(=O)C1CC(=O)N(CCc2ccc(F)cc2)C1 (stereo not given)	-3.7	-0.9%	-31.0%	-3.0%	-7.7%	0.2	-19.1%	-1.5	-7.7%
COC(=O)[C@H](C)NC(=O)Nc1cc(Cl)ccc1C	-12.0	-3.7%	22.8%	-0.4%	·	0.0	11.2%	8.2	-18.9%
CCn1c(SCC(=O)Nc2nc3ccc(C)cc3s2)nc2c(c1=O)SC(C)C2 (stereo not given)	-7.6	-7.5%	-3.1%[11.4 µM]	-1.7%	1.1%	0.1	·	7.0	2.5%
CCc1ccc(OCc2nc(-c3ccccn3)no2)c(Br)c1	6.5	-4.4%	6.6%	-5.9%	·	0.2	-1.8%	13.4	-1.7%
Cc1ccc(SCCc2ccc(C)nc2)cc1	0.2	3.4%	-50.8%	1.7%	0.0%	-1.8	?	-18.2	1.3%
O=C(O)CSC1=NS(=O)(=O)c2ccccc21	-5.4	-0.3%	-10.4%	3.4%	·	·	·	·	·
O=C1NC(=O)C2(CCCc3ccccc32)N1 (stereo not given)	1.9	-5.6%	11.0%	2.4%	-19.6%	0.2	5.7%	-1.2	9.3%
CC1CCCCC1NC(=O)C1CCN(S(=O)(=O)c2ccc3c(c2)CCC(=O)N3)CC1 (stereo not given)	-7.1	-2.6%	-2.9%	-1.3%	-4.4%	-1.4	14.2%	-16.3	-6.3%
Cc1noc(C)c1NC(=O)N(C)C[C@H]1Oc2ccc(NC(=O)Nc3ccc(C(F)(F)F)cc3)cc2C(=O)N([C@H](C)CO)C[C@@H]1C	1.7	-2.5%	2.3%	2.3%	9.2%	·	-16.7%	·	7.9%
CCCNC(=O)NC(=O)CN1C(=O)NC(C)(c2ccc(C)cc2)C1=O (stereo not given)	0.2	-3.2%	12.9%	2.0%	-4.6%	-1.0	0.0%	-10.8	-12.6%
O=C1C=C(c2cc(C(F)(F)F)cc(C(F)(F)F)c2)C[C@@H](c2ccc3c(c2)OCO3)C1	0.3	-3.2%	-21.2%	2.3%	4.1%	1.0	-13.1%	8.5	4.7%
O=C1N/C(=N\N=C\c2ccco2)SC1Cc1ccc(F)cc1 (stereo not given)	-9.4	-1.3%	-2.3%	5.0%	1.7%	-3.0	4.1%	-1.4	-13.0%
COc1ccccc1NC(=O)C(C)N(C)CCOc1ccccc1 (stereo not given)	-0.7	-1.4%	-6.0%	-3.7%	-0.6%	0.4	-32.9%	1.5	11.1%
Cc1ccc(-c2nn3c(C)nnc3c3ccccc23)cc1S(=O)(=O)N1CCN(CCO)CC1	-4.0	1.0%	-12.0%	-6.0%	-6.8%	-0.8	0.0%	9.7	-6.9%
CCN(CC)C(=O)c1sc2c(c1C)c(=O)n(-c1ccccc1)c(=O)n2Cc1c(C)cc(C)cc1C	0.1	-3.5%	-8.9%	-3.1%	0.3%	-0.2	?	·	1.8%
CCOc1ccc(S(=O)(=O)Nc2cccc(C(=O)NCC(c3ccco3)N3CCCC3)c2)cc1 (stereo not given)	-0.7	-4.8%	-5.8%	3.4%	-6.8%	·	-5.5%	·	1.9%
COc1cc(C(=O)Nc2ccc(S(=O)(=O)N3CCc4ccccc43)cc2)cc(OC)c1OC	-0.2	2.8%	-4.4%	-5.4%	-3.5%	-0.5	?	1.7	4.9%
CC(=O)c1c(C(C)=O)c(C)n(-c2ccc(C(=O)O)cc2)c1C	1.7	-3.6%	11.7%	0.6%	1.7%	·	0.0%	·	-3.9%
Cc1ccc(C(=O)N(C)Cc2nc3ccccc3c(=O)[nH]2)cc1NC(=O)c1ccco1	-2.8	-1.6%	-4.4%	-2.4%	-2.8%	·	-2.4%	·	-0.1%
O=C(NCCN1CCN(C(=O)c2cccc(OC(F)F)c2)CC1)c1cccc(OC(F)F)c1	-6.8	-4.3%	31.6%	-1.8%	1.8%	·	-9.7%	·	-3.3%
COc1ccc(O)c(C(=O)c2cnc3c(c2)c(C)nn3C)c1	-3.3	2.2%	6.1%	-3.5%	-3.9%	0.5	-6.3%	-3.6	-8.1%
O=C1C=C(Nc2ccc(Cl)cc2)CC(c2ccccc2)C1 (stereo not given)	-3.7	-1.0%	-8.9%	-7.6%	7.5%	-1.2	-20.7%	-7.4	-3.8%
Cc1nn(C(=O)c2ccc(Cl)cc2)c(C)c1S(=O)(=O)N1CCOCC1	-0.2	-3.3%	3.3%	1.0%	-1.3%	-0.7	-21.9%	·	-2.6%
CSc1ccc(COC(=O)CCS(=O)(=O)c2ccc(C)cc2)cc1	-0.2	-2.5%	-31.5%	0.4%	9.5%	·	-12.8%	·	9.4%
Cc1cccc(NC(=O)/C(C#N)=C/c2ccc(Sc3ccccc3)o2)c1C	-10.3	-3.5%	34.4%	0.4%	-13.4%	1.9	-7.6%	6.2	-2.8%
CC(=O)c1ccc(OCC(=O)OCc2cc(-c3ccco3)on2)cc1	1.1	-4.1%	-12.0%	-0.1%	10.5%[15.4 µM]	-0.8	-19.4%	-23.3	1.5%
CCCOc1ccc(N2C(=O)CC(SC(=NCC)NCC)C2=O)cc1 (stereo not given)	-7.7	-4.5%	10.6%	-0.3%	-2.8%	-0.4	-16.1%	1.0	3.1%

# Results in ERG Ets-DNA blk, for some of the entries so far:
SMILES | ERG Ets-DNA blk
Cc1ccc(C(=O)N(C)Cc2nc3ccccc3c(=O)[nH]2)cc1NC(=O)c1ccco1 | -2.8%
Cc1nn(C(=O)c2ccc(Cl)cc2)c(C)c1S(=O)(=O)N1CCOCC1 | -1.3%
COc1ccc(O)c(C(=O)c2cnc3c(c2)c(C)nn3C)c1 | -3.9%

# (continued)
Compound	LDHA inh	Glioma ERSR ind	RGS4 inhibitor	Vif-APOBEC3G blk	ERG Ets-DNA blk	D2 agonist	12-LOX inh	D2 antagonist	Vif-APOBEC3F blk
O=C(NCc1ccccc1)c1cc(C2CCCCN2C(=O)c2ccc3c(c2)CCO3)on1 (stereo not given)	-12.9	-1.7%	·	-3.3%	·	·	-2.4%	·	·
CCC(c1nnc(SCC(=O)NCCc2ccc(Cl)cc2Cl)o1)N(C)C (stereo not given)	-2.7	-2.3%	-45.8%	-0.8%	-4.8%	0.6	0.0%	12.4	4.9%
CC1(C)CC(=O)C(Sc2ccccc2[N+](=O)[O-])=C(O)C1	-78.2*	-3.3%	-42.0%	1.6%	-1.9%	1.9	-11.9%	-9.3	-0.7%
FC(F)(F)c1cc(-c2ccccc2)nc2nc(N3CCOCC3)sc12	-1.6	1.0%	-22.0%[56.9 µM]	-4.7%	1.4%	-0.2	0.7%	-1.6	17.2%

# Structures shown so far that have a thiophene ring, fused or not:
Compound	LDHA inh	Glioma ERSR ind	RGS4 inhibitor	Vif-APOBEC3G blk	ERG Ets-DNA blk	D2 agonist	12-LOX inh	D2 antagonist	Vif-APOBEC3F blk
Cc1ccsc1C(=O)NNC(=O)c1cccc(S(=O)(=O)N2CCCC2)c1	-4.9	-1.7%	-30.2%	0.3%	·	0.5	25.1%	-14.5	5.9%
CCN(CC)C(=O)c1sc2c(c1C)c(=O)n(-c1ccccc1)c(=O)n2Cc1c(C)cc(C)cc1C	0.1	-3.5%	-8.9%	-3.1%	0.3%	-0.2	?	·	1.8%

# From PubChem
